p53 reactivator: restores transcriptional activity of mutant p53; hit rate 0.063% among 320,000; AID 504706; H1299 p53-A138V BP100-luciferase reporter, luminescence, 24 h; Potency, µM (series often up to 92.2 µM), inactives show at the highest dose activity change, positive = activation, usual class: activators; note: potency is the fitted concentration of half-maximal effect; % of control where 0% means no effect; nearly all actives have a fitted effect of over 45% in size
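H1299 (p53-null), stable ts p53-A138V + BP100-Luc; 1000 cells/well, Opti-MEM/10% FBS; cpd 4 pt, 1:5; 24 h, 37 deg C, 5% CO2; detection reagent 10 min RT; luminescence.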
RORgamma inh: blocks mouse ROR gamma transcriptional activity | P51450 | Drosophila S2 Gal4-RORgamma UAS-luciferase reporter, 20 h | Potency, µM (top dose mostly 53.6 µM), for inactives: at the top dose activity change, negative = inhibition, most hits filed as inhibitors | hit rate 5.4% among 310,000 | AID 2551; note: potency is the fitted concentration of half-maximal effect; % is set by controls: 0 for no effect and ±100 for the full control effect; nearly all actives have a fitted effect of over 60% in size
Target sequence (P51450 whole entry, looked up, the tested form may be a part): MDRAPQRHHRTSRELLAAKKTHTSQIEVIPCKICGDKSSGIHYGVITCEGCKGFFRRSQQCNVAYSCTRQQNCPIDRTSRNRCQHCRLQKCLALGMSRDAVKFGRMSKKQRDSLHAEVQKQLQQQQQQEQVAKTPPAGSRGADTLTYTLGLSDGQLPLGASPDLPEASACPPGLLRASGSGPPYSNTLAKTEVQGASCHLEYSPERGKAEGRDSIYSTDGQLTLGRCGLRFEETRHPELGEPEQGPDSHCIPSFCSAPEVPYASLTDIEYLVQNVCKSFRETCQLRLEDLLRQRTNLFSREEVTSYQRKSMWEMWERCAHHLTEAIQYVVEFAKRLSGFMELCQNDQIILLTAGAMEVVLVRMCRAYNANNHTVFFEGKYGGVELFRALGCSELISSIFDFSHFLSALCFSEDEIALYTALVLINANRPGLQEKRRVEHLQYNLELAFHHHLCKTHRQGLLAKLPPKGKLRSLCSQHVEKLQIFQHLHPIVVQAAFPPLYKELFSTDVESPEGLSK
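Stably transfected Drosophila Schneider cells are the test system, with ROR gamma fused to Gal4 and luciferase under UAS control; luminescence is read after 20 hr of 700 uM copper sulfate induction at ambient temperature.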
VP16 counter: counter-screen for ROR gamma inhibitors: Gal4-VP16 reporter. Drosophila S2 Gal4-VP16 UAS-luciferase, luminescence, 20 h. Potency, µM (series often up to 53.6 µM), for the others: at the highest dose activity, negative = inhibition, actives largely listed as inhibitors. hit rate 3.5% among 310,000. AID 2546;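 note: Gal4-VP16 expression switched on by copper sulfate through the metallothionein promoter; potency is the fitted concentration of half-maximal effect; % is set by controls: 0 for no effect and ±100 for the full control effect; nearly all actives have a fitted effect of over 50% in size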
Menin-MLL TR inh: menin-MLL binding inhibition, Texas Red mutant peptide; Menin + Texas Red MLL mutant peptide, fluorescence polarization; O00255; Potency, µM (highest dose often 61.6 µM), for inactives: at the highest dose FP activity change, negative = inhibition, most hits filed as inhibitors; hit rate 0.23% among 270,000; AID 1768; active = well fitted inhibition curve with a large enough effect in the polarisation, with a control signal flat, not every such curve was filed as active; inconclusive = small, poorly fitted or top-dose-only effect, or effect the other way, or a change in a side signal; inactive = no such curve, though single readings can be large or run the other way; the % refers to the polarisation; note: potency is the fitted concentration of half-maximal effect; % of control where 0% means no effect; many of its hits are not listed in these tables
Target sequence (O00255 whole entry, looked up): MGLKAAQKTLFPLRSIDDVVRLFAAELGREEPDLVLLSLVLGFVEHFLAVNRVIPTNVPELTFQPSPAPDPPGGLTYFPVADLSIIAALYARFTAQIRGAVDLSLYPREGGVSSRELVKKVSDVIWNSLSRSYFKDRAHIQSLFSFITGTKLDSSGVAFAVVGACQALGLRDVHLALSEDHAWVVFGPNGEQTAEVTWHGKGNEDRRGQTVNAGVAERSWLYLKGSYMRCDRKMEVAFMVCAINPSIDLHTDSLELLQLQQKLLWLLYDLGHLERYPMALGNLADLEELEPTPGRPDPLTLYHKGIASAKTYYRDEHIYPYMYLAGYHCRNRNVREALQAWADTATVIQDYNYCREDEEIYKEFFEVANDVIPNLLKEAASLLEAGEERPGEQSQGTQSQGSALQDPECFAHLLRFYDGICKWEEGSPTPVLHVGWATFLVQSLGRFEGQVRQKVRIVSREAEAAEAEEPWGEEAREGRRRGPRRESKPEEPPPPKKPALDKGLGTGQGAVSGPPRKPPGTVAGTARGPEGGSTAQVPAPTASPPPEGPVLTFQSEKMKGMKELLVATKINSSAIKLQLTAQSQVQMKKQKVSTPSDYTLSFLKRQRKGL
BRCA1 expr act: BRCA1 expression activation; Potency, µM (top dose mostly 46.1 µM), for inactives: at the top dose activation, usual class: activators; hit rate 1.1% among 380,000; MCF7-BRCA1-FFLuc reporter, luminescence, 48 h; response scale: scaled: vehicle 0%, 10 µM genistein 100%; AID 624202; note: potency is the fitted concentration of half-maximal effect; nearly all actives have a fitted effect of over 80% in size; some results filed as inactive show a strong effect at the top dose
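48 h compound treatment of MCF7-BRCA1-FFLuc cells (phenol-red free MEM, 37 °C), then 15 min with luciferase substrate and luminescence imaging.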
ELG1 genotox: induces genotoxicity in HEK293T cells with luciferase-tagged ELG1 | HEK293T ELG1-luciferase reporter, luminescence, 16 h | Potency, µM (doses to about 46 µM), without a hit: top-dose activity change, positive = activation, most hits filed as activators | hit rate 1.3% among 330,000; note: potency is the fitted concentration of half-maximal effect; % of control where 0% means no effect; nearly all actives have a fitted effect of over 60% in size
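Step 1: seed 2,000 HEK293T ELG1-luciferase cells per well. Step 2: add compound or DMSO, incubate 16 hr at 37 °C. Step 3: ONE-Glo, 30 min at room temperature, read luminescence.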
Rab9 prom act: activates the Rab9 promoter; Potency, µM (doses to about 9.22 µM), for inactives: at the top dose activation, negative = inhibition, actives largely listed as activators; hit rate 2.8% among 320,000; AID 485297; Huh7 Rab9 promoter-luciferase reporter, luminescence, 24 h; note: potency is the fitted concentration of half-maximal effect; % of control where 0% means no effect; nearly all actives have a fitted effect of over 60% in size
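Luminescence read-out: Huh7 cells stably expressing Rab9-luciferase, treated 24 h with compound at 37 °C, then lysed with luciferase reagent for 10 min at ambient before reading.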
NPC1 prom act: activators of NPC1 promoter; Huh7 NPC1 promoter luciferase reporter, 24 h; Potency, µM (doses to about 9.22 µM), inactives show at the highest dose activation, hits mostly activators; hit rate 2.4% among 320,000; AID 485313;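 note: potency is the fitted concentration of half-maximal effect; % of control where 0% means no effect; nearly all actives have a fitted effect of over 60% in size; reporter is driven by a mutant NPC1 promoter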
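Cells: Huh7 expressing luciferase under the NPC1 promoter, 1500/well. Seeded 2 h, compound added, incubated 24 h at 37 °C. Luciferase reagent, 10 min ambient, then luminescence.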
PKM2 activator: activators of human pyruvate kinase M2; P14618; purified PKM2, Kinase-Glo ATP luminescence, activation; response scale: 0% is enzyme alone, no compound; Potency, µM (doses to about 57.5 µM), inactives show top-dose activation, most hits filed as activators; hit rate 0.34% among 260,000; AID 1631; note: potency is the fitted concentration of half-maximal effect; % is set by controls: 0 for no effect and ±100 for the full control effect; nearly all actives have a fitted effect of over 55% in size
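ATP formation by purified human PK-M2, quantified via coupled luciferase luminescence after 1 h at room temperature with 0.1 mM ADP and 0.5 mM PEP final.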
FLuc modulator: firefly luciferase modulation, counter-screen for miR-21 project | purified FLuc, Km substrates, luminescence inhibition | Potency, µM (highest dose often 57.5 µM), for the others: top-dose activity change, negative = inhibition, actives largely listed as inhibitors | hit rate 6.9% among 360,000 | AID 588342;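 note: potency is the fitted concentration of half-maximal effect; plate controls were vehicle for no effect and reference inhibitor for full effect; nearly all actives have a fitted effect of over 55% in size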
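Purified P. pyralis luciferase, 10 nM final, with Km-level 10 uM D-luciferin and 10 uM ATP in 50 mM Tris acetate pH 7.5, 10 mM Mg acetate, 0.01% Tween-20, 0.05% BSA; 6-point qHTS titration about 60 µM downward; luminescence read.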
Giardia killer: Giardia lamblia killing; Giardia lamblia trophozoite viability; activity change, % at 7.66 µM, hits read low; hit rate 0.15% among 340,000; AID 540267; in the data active = activity change below about -80%; inconclusive = between about -30% and that limit;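 note: parasites exposed to compound for two days anaerobically before the ATP read; % is set by controls: 0 for no effect and ±100 for the full control effect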
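Viability, read as ATP luminescence: trophozoites at 100 cells/well, compound added, 48 hrs anaerobic at 37 deg C, then 15-30 min room-temperature development before reading.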
The depositor's hits bear a star; ? = inconclusive; . = no result given; & = joins results of further samples; [ ] = another dose, or the depositor's remark. Unless noted, calls come from the whole dose curve; as a rule, active = well fitted curve in the direction sought with a large enough effect; inconclusive = small, poorly fitted or top-dose-only effect, or another doubt; inactive = no such curve, though single readings can be large; an effect the other way counts as inactive or inconclusive.

Values run as follows: RORgamma inh, VP16 counter, BRCA1 expr act, PKM2 activator, FLuc modulator, Rab9 prom act, p53 reactivator, Menin-MLL TR inh, NPC1 prom act, Giardia killer, ELG1 genotox
CCCN1CCC(NCC(C)c2ccccc2)CC1 (configuration not stated)
    2.2%, -3.0%, -11.2%, 2.0%, -1.5%, -2.8%, ., -1.3%, -4.9%, -1.2, -3.6%
O=C(COc1ccccc1)Nc1c2c(nn1-c1ccccc1)CS(=O)(=O)C2
    4.3%, 4.0%, -0.5%, -2.4%, -1.1%, 6.5%, -0.7%, ., -2.2%, 2.1, -2.9%
CCOCCCNC(=O)/C(C#N)=C/c1cc(OC)c(O)c([N+](=O)[O-])c1
    -40.6%, -15.4%, -69.1%, -3.0%, ?, -27.3%, 2.1%, ?, -36.7%[inhibitor], -20.7, 6.5%
Cc1nc(NC(=O)c2ccc3c(c2)OCO3)ccc1Br
    1.2%, 5.1%, 76.7%, -4.7%, 9.53µM*, 3.55µM*, 12.8%, 13.3%, 3.16µM*, -19.3, ?
CCOc1ccccc1C1NC(=O)NC(C)=C1C(=O)OC1CCCCC1 (configuration not stated)
    6.6%, -7.5%, -3.4%, -4.3%, -1.6%, -2.4%, -8.9%, -18.9%, 0.6%, -12.2, -4.5%
COc1ccc(/C(N)=N/OC(=O)CSc2ccccc2)cc1OC
    ?, 15.7%, 60.6%, 2.1%, 23.9µM*, 17.5%, ?, 4.2%, 27.4%, 5.1, 18.4µM*
NC(=O)COC(=O)CN1C(=O)C2CCCCC2C1=O (configuration not stated)
    ?, 0.3%, -3.4%, 4.1%, -0.9%, 1.0%, -6.3%, -4.5%, 0.9%, -2.3, -0.3%
O=C(Cc1ccccc1)NCC(=O)OCC(=O)c1cccc([N+](=O)[O-])c1
    -23.8%, 10.8%, -10.8%, -2.6%, 6.3%, 10.6%, 15.9%, 4.3%, -4.4%, 21.2, -0.1%
CCN(Cc1ccccc1)C(=O)C1CCN(c2ncnc3c2nc2n3CCCCC2)CC1
    20.9%, -13.9%, -10.2%, -2.5%[0.46 µM], 2.9%&-9.5%, -0.1%, -6.3%, -22.2%, 1.2%, 5.4, -8.6%
O=C(c1cc(-c2ccc(Cl)cc2)n[nH]1)N1CCc2ccccc2C1
    -25.6%, -12.2%, 14.6%, -2.0%, -0.6%, -0.1%, 1.1%, ?, 0.0%, -10.5, 7.0%
CC1CCc2nc3ccccc3c(C(=O)OCC(=O)N(C)C3CCS(=O)(=O)C3)c2C1 (configuration not stated)
    1.4%, -7.8%, -14.0%, -4.7%, -10.5%, -3.2%, 4.5%, 1.0%, -3.5%, 9.3, -6.0%
Cc1ccc(C(=O)CSc2nc3ccccc3o2)cc1
    ?, ?, 69.8%, -1.7%, 13.5µM*, ?, 29.0%, 4.1%, 21.9%, -8.4, 20.0%
Cc1[nH]c(=O)[nH]c1C(=O)CCCCC(=O)OCC(=O)Nc1ccccn1
    11.4%, -9.1%, -26.5%, -1.2%, 1.1%, -8.8%, ?, -4.4%, 3.7%, -16.9, -0.6%
O=C(NC(=S)Nc1ccccc1O)c1ccc(Cl)cc1Cl
    2.51µM*, 7.08µM*, 25.8%, 2.9%, 19µM*, ?, ?, ?, ?, -17.1, ?
Cc1ccc(C23CC4CC(CC(C(=O)NC(C)C)(C4)C2)C3)cc1
    38.0%, -3.7%, 1.4%, 2.1%, 5.4%, -1.9%, ., -20.0%, -4.9%, 26.7, -8.6%
COc1ccc(C(=O)OCC(=O)NC2CC2)cc1S(=O)(=O)N(C)Cc1ccccc1
    ., ., -12.0%, ., -2.2%, -2.0%, 1.7%, ., 0.0%, 9.8, 0.4%
COCCNC(=O)/C(C#N)=C/C=C/c1ccccc1
    0.6%, 0.3%, 23.4%, -1.6%, -13.4%, 3.0%, 21.5%, 0.6%, 9.9%, -13.7, 0.0%
Cc1c(/C=N\NC(=O)c2cccc(F)c2)cnn1C
    -1.5%, 16.1%, 24.9%, -2.7%, ?, 3.8%, 28.4%, -1.9%, -2.6%, -16.9, 1.5%
COc1ccc(-n2c(N)c(-c3nc4ccccc4n3C)sc2=S)cc1
    6.31µM*, -13.1%, -17.2%, 0.4%, -8.5%, 16.2%, 3.4%, ?, 13.3%, -14.7, -2.1%
COc1cccc(C(=O)Nc2ccc(S(=O)(=O)NCc3ccco3)cc2)c1
    34.4%, -3.2%, -10.3%, -0.2%, -1.1%, -2.0%, 1.8%, 7.1%, 0.1%, -1.6, -0.1%
CCOC(=O)c1c(CN2CCOCC2)oc2ccc(OC)cc12
    -8.6%, -4.5%, -9.7%, 1.7%, 5.9%, 3.1%, -3.9%, -26.9%, -0.4%, -5.6, -0.2%
O=C(Cc1ccccc1)CC1(O)C(=O)Nc2ccccc21 (configuration not stated)
    -2.5%, -5.8%, 0.2%, -6.3%, -1.0%, -8.4%, 1.0%, -7.0%, -2.9%, 3.4, -0.6%
CCOC(=O)C1CCN(C(=O)C(=O)c2cn(CC(=O)N3CCCCCC3)c3ccccc23)CC1
    20.7%, -2.7%, -24.2%, -9.6%, 0.5%, 4.7%, -0.2%, ., -1.6%, 5.0, -4.5%
O=C(NCCN1CCOCC1)c1ccc(CSCc2cccc(Cl)c2)o1
    23.0%, 8.8%, 11.6%, -3.2%, -7.1%, 1.3%, -1.0%, 0.5%, 1.2%, -6.3, -6.2%
NC(=O)CC(NC(=O)Cc1cccc2ccccc12)c1ccc(NCCc2ccc(F)cc2)c([N+](=O)[O-])c1 (configuration not stated)
    -20.7%, -6.6%, 0.0%, ?, 0.7%, -5.4%, -0.5%, ., -3.6%, -2.9, 2.2%
COC(=O)C1CN(S(=O)(=O)c2ccccc2)CCN1S(=O)(=O)c1ccccc1 (configuration not stated)
    2.7%, 1.9%, -12.7%, -5.2%, 0.2%, -10.5%, -0.4%, 3.8%, 0.4%, -10.8, -5.2%
CCOc1ccccc1/C=N/Nc1nc2ccccc2o1
    6.31µM*, 7.08µM*, -11.1%, ., -1.3%, 23.1%, 5.9%, ., ?, 6.4, 7.1%
COC(=O)C1CCN(S(=O)(=O)c2c(C)n(C)c(=O)n(C)c2=O)CC1
    1.3%, 6.4%, 30.6%, 2.7%, 2.9%, -7.6%, 11.6%, -18.6%, 1.0%, 12.8, 2.8%
CCCc1c(C)nc2c(OC)cccc2c1SCC(=O)O
    -21.4%, -3.9%, -7.2%, 5.0%, -3.8%, -3.4%, 2.8%, -15.3%, -1.4%, 15.1, 4.8%
CCCc1cc(=O)[nH]c(SCC(=O)c2[nH]c(C)c(C(=O)OCC)c2C)n1
    -2.5%, -5.9%, -4.9%, -1.9%, 2.2%, 0.3%, -3.6%, -7.8%, 1.4%, -8.8, 0.0%
COc1ccc(NC(=O)COC(=O)c2ccc(N3CCCC3=O)cc2)cc1OC
    3.7%, 3.0%, 30.1%, -0.5%, -2.5%, 5.2%, 3.8%, -3.3%, 0.8%, -6.2, 2.1%
CCC1=C(OC(=O)N(CC)CC)N2C(=O)OC(=NCCOC)[C@]2(Cc2ccccc2)[C@H]2C1=CC[C@H]1C(=O)N(CC)C(=O)[C@H]12
    7.2%&8.3%, -7.7%&-6.5%, -3.0%, 0.9%&3.2%, -0.2%, -8.1%, 0.4%, -14.9%, -0.7%, -7.6, 3.5%
Cc1cc(C(=O)OC(C)C(=O)Nc2cccc(S(=O)(=O)N3CCOCC3)c2)c(C)o1 (configuration not stated)
    15.6%, 5.9%, -8.8%, -2.3%, -1.3%, 0.0%, 0.8%, 5.3%, -3.0%, -10.6, 4.7%
O=C(N/N=C/c1ccsc1)c1ccc2ccccc2n1
    20.1%, -1.1%, 0.0%, -24.4%, 21.3µM*, ?, 4.3%, 10.6%, 22.0%, -15.6, 12.8%
CC(NC(=O)c1ccco1)C(=O)OC(C)C(=O)NCc1ccccc1 (configuration not stated)
    18.2%, 5.8%, 1.9%, -4.8%, -0.8%, -1.4%, 7.6%, -13.6%, -2.9%, 2.0, 1.9%
O=c1oc2cc(O)ccc2cc1S(=O)(=O)c1ccccc1
    -41.2%, -8.5%, -36.8%, ., 2.4%, 3.7%, 3.2%, 15.3%, -0.3%, 0.8, 4.7%
COc1ccc(C(=O)NCC(c2ccccc2)N2CCCC2)cc1S(=O)(=O)N1CCOCC1 (configuration not stated)
    ., ., -1.8%, ., 1.0%, -0.9%, 1.2%, ., -0.3%, 8.0, 7.2%
Cc1cc(OCCCC(=O)N2CCCCC2)cc(C)c1Cl
    18.8%, -1.5%, 27.7%, 0.6%, 0.1%, -7.2%, 16.8%, -23.7%, 0.1%, -17.4, ?

Only part of the results is shown; count on the stated rates, not on these rows.
